Assay outcomes from PubChem.
OTUD3 inh: inhibitors of human OTUD3 deubiquitinase; Q5T2D3; inhibition, % at 25 µM; hit rate 0.7% among 47,000; purified OTUD3, Ub-rhodamine fluorescence, 2 h
USP30 block: human USP30 deubiquitinase inhibition; Q70CQ3; purified USP30, Ub-rhodamine cleavage fluorescence; inhibition, % at 25 µM; hit rate 5.3% among 47,000
USP10 block: inhibitors of human USP10 deubiquitinase. Q14694. AID 1645856. inhibition, % at 20 µM. purified USP10, Ub-rhodamine fluorescence, 60 min. hit rate 1.1% among 47,000
Target sequence (Q14694 whole entry, looked up): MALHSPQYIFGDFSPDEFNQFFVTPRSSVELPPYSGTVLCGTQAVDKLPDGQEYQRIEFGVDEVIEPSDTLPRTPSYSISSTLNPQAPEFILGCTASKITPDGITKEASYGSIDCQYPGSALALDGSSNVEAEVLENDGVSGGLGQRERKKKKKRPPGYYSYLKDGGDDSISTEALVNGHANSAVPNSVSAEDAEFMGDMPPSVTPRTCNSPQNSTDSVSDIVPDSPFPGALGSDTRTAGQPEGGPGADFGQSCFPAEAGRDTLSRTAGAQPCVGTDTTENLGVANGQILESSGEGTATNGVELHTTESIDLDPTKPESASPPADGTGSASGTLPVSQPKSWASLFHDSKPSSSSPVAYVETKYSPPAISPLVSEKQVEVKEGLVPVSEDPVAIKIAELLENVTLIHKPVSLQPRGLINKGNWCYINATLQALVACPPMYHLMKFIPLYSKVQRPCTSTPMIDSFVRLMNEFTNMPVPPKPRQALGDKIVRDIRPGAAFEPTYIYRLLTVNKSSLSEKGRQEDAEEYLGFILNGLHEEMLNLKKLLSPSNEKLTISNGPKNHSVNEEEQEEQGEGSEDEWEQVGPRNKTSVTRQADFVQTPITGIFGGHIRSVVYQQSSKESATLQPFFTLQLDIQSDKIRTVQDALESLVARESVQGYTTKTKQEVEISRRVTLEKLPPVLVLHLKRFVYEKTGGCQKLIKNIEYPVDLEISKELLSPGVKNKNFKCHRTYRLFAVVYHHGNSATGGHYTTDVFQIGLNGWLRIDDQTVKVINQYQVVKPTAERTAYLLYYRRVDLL
USP8 inh: human USP8 deubiquitinase inhibition; AID 1645853; hit rate 4.2% among 47,000; inhibition, % at 20 µM; P40818; purified USP8, Ub-rhodamine cleavage fluorescence, 30 min
USP17 inh: inhibitors of human USP17 deubiquitinase | purified USP17, Ub-rhodamine cleavage fluorescence, 3 h | hit rate 6.5% among 47,000 | AID 1645855 | A8MUK1 | inhibition, % at 50 µM
USP7 block: inhibitors of human USP7 deubiquitinase; hit rate 0.3% among 47,000; inhibition, % at 20 µM; Q93009; AID 1645854; purified USP7, Ub-rhodamine cleavage fluorescence
USP28 inh: human USP28 deubiquitinase inhibition. Q96RU2. purified USP28, Ub-rhodamine cleavage fluorescence, 30 min. inhibition, % at 25 µM. hit rate 3% among 47,000
UCHL1 inh: human UCHL1 deubiquitinase inhibition; inhibition, % at 20 µM; purified UCHL1, Ub-rhodamine cleavage fluorescence; P09936; hit rate 0.2% among 47,000
Target sequence (P09936 whole entry, looked up): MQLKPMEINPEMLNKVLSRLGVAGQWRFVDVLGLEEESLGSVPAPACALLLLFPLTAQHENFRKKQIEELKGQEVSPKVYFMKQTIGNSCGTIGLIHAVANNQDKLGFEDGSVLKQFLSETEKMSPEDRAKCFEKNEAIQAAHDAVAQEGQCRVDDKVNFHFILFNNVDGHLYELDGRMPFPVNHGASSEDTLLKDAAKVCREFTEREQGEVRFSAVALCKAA
* marks the source's active call; other numbers are inactive results; x = no result given. No stated cut-off is given here; in the data, active means inhibition above about 30%; inactive means the rest.

Second line of a record: OTUD3 inh	USP30 block	USP10 block	USP8 inh	USP17 inh	USP7 block	USP28 inh	UCHL1 inh
Cc1cc(NC(=O)CCn2ccc(=O)[nH]c2=O)ccc1C(C)C
 : 0.1	1.5	0.4	4.4	-0.8	-0.1	3.2	-1.5
O=C(c1cnccn1)N1CCCC1c1cccc(Cc2ccc(Cl)cc2)n1 (stereo not drawn)
 : 11.8	11.6	-2.7	14.0	-13.0	-16.5	16.0	0.0
CCOC(=O)c1cc(C)nc2c1c(=O)n(Cc1nc(-c3cccs3)oc1C)c(=O)n2C
 : -9.3	-40.1	-7.0	-6.3	-15.7	-29.2	-1.3	-0.1
COc1ccc2c(C)cc(SCC(=O)Nc3nsc(-c4ccc(C)cc4)n3)nc2c1
 : 47.0*	82.2*	6.2	-2.2	59.9*	1.1	54.9*	-0.6
Cc1nc(-c2cccnc2SCC(=O)N2CCN(C3CCN(C)CC3)CC2)no1
 : -3.7	-22.2	-1.6	5.8	-10.7	0.0	-21.0	-2.6
Cc1ccc(S(=O)(=O)N2CCC3(CC2)COCCN(c2ncccn2)C3)cc1
 : 4.8	0.1	-0.5	-2.2	-1.6	0.1	1.1	1.1
CCCc1cc(C(=O)NC[C@H]2C[C@@]3(C)[C@@H](O)CCCC[C@H]3N2C(C)=O)n(C)n1
 : 8.7	18.1	-0.3	15.5	15.2	6.5	1.5	-0.3
COC(=O)c1cc(NC(=O)c2cccnc2)ccc1N1CCOCC1
 : -7.2	-17.6	-6.2	-42.6	-9.9	-0.9	-7.5	-1.5
O=C(CSc1nnnn1-c1ccccc1)c1ccc(-c2ccccc2)cc1
 : 0.1	1.9	5.2	0.1	0.4	6.3	-5.9	1.1
Cc1cc(C)c(NC(=O)Cn2c(SCc3cccc(F)c3)nc3cccnc32)c(C)c1
 : 18.2	73.3*	12.3	56.9*	63.9*	22.4	39.8*	3.3
CCC(Cc1ccccc1)NC(=O)c1oc(=O)c2ccccc2c1-c1ccc(C)cc1 (stereo not drawn)
 : 5.5	15.7	11.0	-1.7	0.7	5.2	4.5	3.2
CC(=O)c1c(C)[nH]c(C(=O)N2CCCC2c2ccc3c(c2)OCCCO3)c1C (stereo not drawn)
 : -103.5	-490.1	-7.9	-47.8	-142.6	-33.4	-134.7	-36.8
COc1ccc(CN2CCC(NC(=O)c3ccc4c(c3)OCO4)C2)cn1 (stereo not drawn)
 : 10.7	-2.7	-4.4	14.0	-0.1	-1.1	6.3	-0.1
CN1CCN(C(=O)C2CCN(c3nccnc3Sc3ccccc3)CC2)CC1
 : 4.9	9.1	-0.4	6.8	5.5	0.6	11.3	1.8
COc1ccc(OC)c(NC(=O)CC(c2ccco2)n2cccc2)c1 (stereo not drawn)
 : -7.9	-28.7	-2.2	12.0	0.0	-1.5	-7.1	-1.5
COc1ccc(NC(=O)N(C2=NCCC2)c2ccc(C)cc2)cc1
 : -7.1	-5.0	2.1	-8.1	-2.5	1.4	-4.4	5.4
CC1CCc2c(sc3nc(CCC(=O)NCc4ccc5c(c4)OCO5)[nH]c(=O)c23)C1 (stereo not drawn)
 : -1.3	-53.6	5.9	45.1*	-5.0	-22.2	-7.0	-1.6
Cc1c(-c2noc(-c3ccc[nH]3)n2)nnn1Cc1ccccc1
 : 1.0	16.0	0.4	5.2	-0.7	-29.0	27.8	3.4
COc1cc(OC)cc(C(=O)NCCC2CCN(C(=O)c3ccc(C)cc3)CC2)c1
 : -0.3	0.9	-3.0	6.9	3.6	5.2	9.1	1.9
N#Cc1c(SCc2ccccc2)nc(-c2ccccc2F)c2c1CCCC2
 : 15.2	12.3	1.3	11.8	9.2	12.4	8.5	4.7
CCc1nccn1-c1nccnc1C1CCCN(C(=O)c2cccnc2)C1 (stereo not drawn)
 : 8.8	4.7	1.4	8.4	2.3	6.3	0.0	1.5
Cc1cccc(CN2C[C@@H]3[C@@H](C(=O)NC(C)C)CCS(=O)(=O)[C@@H]3C2)c1
 : 15.1	12.4	-0.2	-6.6	5.9	5.0	13.8	0.9
CC1=C(c2ccc(C)cc2)S(=O)(=O)NC1=NCc1cccc(Br)c1
 : 2.0	3.8	2.4	-3.3	46.0*	-5.4	18.1	0.9
CN(C)CC1CCC2(COCCN(C(=O)c3ccccn3)C2)O1 (stereo not drawn)
 : -16.5	-21.2	-10.5	-30.2	-25.1	0.0	-18.2	-3.2
Cc1nn(-c2cc(N3CCOCC3)ncn2)c(C)c1CCC(=O)Nc1ccc(C(C)C)cc1
 : 7.4	-6.7	-1.7	-151.0	65.1*	4.0	4.5	5.0
O=C(NCc1ccc2c(c1)OCO2)c1nnc(C(=O)Nc2ccc(F)cc2)s1
 : 6.4	0.1	21.0	10.2	5.8	11.7	8.7	3.7
O=C1C(O)=C(c2ccccc2)C2CCCN12 (stereo not drawn)
 : 9.5	31.8*	2.9	2.4	-25.8	1.9	-8.5	-0.1
COc1ccc(CC(=O)N2CCC3(CC2)N=C(c2ccc(C)cc2)C(=O)N3)cc1
 : 4.6	19.8	0.1	-6.9	0.0	-2.5	1.3	1.5
CC12CCc3occc3C1CCC13CC(CCC12)C(O)(CO)C3 (stereo not drawn)
 : -17.1	-15.0	-8.6	-30.8	8.1	-7.2	-12.6	-8.7
CCOC(=O)Cc1cc(O)cc(O)c1C(=O)CCCCCC(C)O (stereo not drawn)
 : -2.7	-25.7	-3.8	-8.0	-17.0	-1.5	-1.0	-1.6
Cc1nn(C(C)(C)C)c(OC(=O)c2ccccc2C(F)(F)F)c1S(=O)(=O)c1ccccc1
 : 15.6	16.4	7.2	-41.1	11.0	7.4	15.8	9.6
Cc1ccccc1CN1C[C@@H]2OCC(=O)N(CC(N)=O)[C@@H]2C1
 : -0.6	-16.1	2.4	0.8	-27.7	0.2	-4.6	-4.2
Cc1ccc(-c2cnc([C@@H]3COCCN3Cc3ncc[nH]3)[nH]2)cc1
 : 0.0	-28.9	-0.2	-64.3	-55.4	-0.7	-0.8	1.1
CCN(Cc1cc2ccccc2[nH]c1=O)C(=O)c1cc(OC)c(OC)c(OC)c1
 : -4.6	-5.8	-1.7	-14.6	-7.9	-0.5	-8.4	-1.4
Nc1ncnc2ncn(Cc3ccccc3)c12
 : -5.1	1.5	0.2	-1.7	0.1	1.9	-9.9	3.4
CC(C)c1cc(NCC2CCCO2)n2nc(-c3cccnc3)nc2n1 (stereo not drawn)
 : -0.4	12.6	-0.3	11.8	5.7	-0.5	-5.9	-4.0
CCCc1nc2c(c(=O)n1CC(=O)NCC1CCCO1)CCN(Cc1ccccc1)C2 (stereo not drawn)
 : 10.6	-10.3	-3.7	-7.5	0.4	-1.9	-0.4	0.3
NC(=O)CSc1nc2ccccc2c(=O)n1CC1CCCO1 (stereo not drawn)
 : 10.4	17.8	2.5	19.3	17.2	2.8	1.3	0.5
O=C(C1CCCC1)N1CCC(c2nc3c(nnn3Cc3c(F)cccc3Cl)c(=O)[nH]2)CC1
 : -8.8	10.6	12.3	-19.1	-2.3	-97.9	-4.6	-2.3
COc1ccccc1CNC(=O)c1cnc2ccccc2n1
 : -4.2	-8.6	-4.4	-19.9	-9.1	1.3	-13.1	0.4
COc1ccccc1-c1cc(C(=O)N2C[C@@H]3C[C@@]4(C)[C@H](CCC[C@@H]24)N3)[nH]n1
 : -7.0	-1.4	0.9	6.5	-24.0	3.3	-7.3	-2.2
COC(=O)c1cccnc1-n1c(=O)c2cccnc2n(CC(=O)Nc2ccc(C)c(F)c2)c1=O
 : -25.3	-33.9	-4.3	-0.6	-10.5	-4.7	-12.4	0.3
O=C(NC1CCCC1)C1(c2cccc(F)c2)CC1
 : 9.0	19.8	-0.8	6.1	10.9	-2.5	6.8	-0.9
CNC(=O)N1C[C@H]2N(c3ncccn3)CCC[C@@]2(C(=O)NCC2CC2)C1
 : 2.3	7.9	0.5	-5.8	-2.0	7.3	3.8	4.1
COCCNC(=O)CN(Cc1ccc(OC)cc1)C(=O)CCC(=O)Nc1ccccn1
 : 9.8	17.1	-1.2	18.4	15.5	5.5	10.4	1.6

3 compounds from above, sorted by the value under USP28 inh, descending.
mol	USP28 inh
Cc1nn(C(C)(C)C)c(OC(=O)c2ccccc2C(F)(F)F)c1S(=O)(=O)c1ccccc1	15.8
CCN(Cc1cc2ccccc2[nH]c1=O)C(=O)c1cc(OC)c(OC)c(OC)c1	-8.4
COC(=O)c1cccnc1-n1c(=O)c2cccnc2n(CC(=O)Nc2ccc(C)c(F)c2)c1=O	-12.4

In the list so far, these contain an aryl thioether with sulfur outside any ring:
Second line of a record: OTUD3 inh	USP30 block	USP10 block	USP8 inh	USP17 inh	USP7 block	USP28 inh	UCHL1 inh
COc1ccc2c(C)cc(SCC(=O)Nc3nsc(-c4ccc(C)cc4)n3)nc2c1
 : 47.0*	82.2*	6.2	-2.2	59.9*	1.1	54.9*	-0.6
Cc1nc(-c2cccnc2SCC(=O)N2CCN(C3CCN(C)CC3)CC2)no1
 : -3.7	-22.2	-1.6	5.8	-10.7	0.0	-21.0	-2.6
O=C(CSc1nnnn1-c1ccccc1)c1ccc(-c2ccccc2)cc1
 : 0.1	1.9	5.2	0.1	0.4	6.3	-5.9	1.1
Cc1cc(C)c(NC(=O)Cn2c(SCc3cccc(F)c3)nc3cccnc32)c(C)c1
 : 18.2	73.3*	12.3	56.9*	63.9*	22.4	39.8*	3.3
CN1CCN(C(=O)C2CCN(c3nccnc3Sc3ccccc3)CC2)CC1
 : 4.9	9.1	-0.4	6.8	5.5	0.6	11.3	1.8
N#Cc1c(SCc2ccccc2)nc(-c2ccccc2F)c2c1CCCC2
 : 15.2	12.3	1.3	11.8	9.2	12.4	8.5	4.7
NC(=O)CSc1nc2ccccc2c(=O)n1CC1CCCO1 (stereo not drawn)
 : 10.4	17.8	2.5	19.3	17.2	2.8	1.3	0.5

Next part
Second line of a record: OTUD3 inh	USP30 block	USP10 block	USP8 inh	USP17 inh	USP7 block	USP28 inh	UCHL1 inh
COc1ccc(Nc2nc(C(=O)N3CCN(c4ccccn4)CC3)cc3occc23)cc1
 : 1.7	-53.4	5.8	25.7	25.1	2.4	6.7	0.6
CC(=O)c1cccc(NC(=O)CCc2c(C)nc3c4c(C)cc(C)nc4nn3c2C)c1
 : -5.7	-6.1	-2.9	0.3	5.2	-2.1	-1.3	0.4
Cc1ccc(S(=O)(=O)N2CCCC(c3nnc4ccccn34)C2)cc1C (stereo not drawn)
 : 8.1	11.6	-4.0	5.0	16.1	4.6	12.3	1.1
Cc1nc2cc3c(cc2n1CC(=O)NCCc1ccc(F)cc1)OCCO3
 : -0.9	3.9	-0.6	-3.4	0.3	-13.0	-8.1	-5.1
COC[C@H]1O[C@@H](O[C@@H]2OC[C@@H]3O[C@]4(O[C@H]3[C@H]2OC(C)=O)O[C@H](C)[C@@](O)(C(C)=O)[C@@H]2OCO[C@H]24)[C@@H](OC)[C@@H](O)[C@@H]1O[C@@H]1O[C@H](C)[C@H](OC)[C@H](O[C@H]2C[C@@]3(C)O[C@@]4(C[C@@H](O)[C@H](O[C@H]5C[C@@H](O)[C@H](OC(=O)c6c(C)c(Cl)c(O)c(Cl)c6OC)[C@@H](C)O5)[C@@H](C)O4)O[C@@H]3[C@@H](C)O2)[C@H]1O
 : 3.6	-59.4	0.0	1.5	-17.1	1.6	4.0	3.4
Cc1nnc(SCC(=O)Nc2ccccc2Cl)n1Cc1ccccc1
 : -10.6	15.0	0.1	-4.0	-5.5	-5.3	1.0	0.3
CCOc1ccc(NC2CCCCNC2=O)cc1 (stereo not drawn)
 : 6.9	4.3	0.9	4.0	17.1	5.4	4.6	1.7
CC(=O)c1cccc(S(=O)(=O)N2CCC(C(=O)Oc3ccc(-c4nnco4)cc3)CC2)c1
 : 20.1	23.1	10.4	39.4*	28.3	2.3	28.6	7.8
O=C(O)c1cn(Cc2ccc(F)cc2)nc1S(=O)(=O)N1CCCCC1
 : 15.8	28.1	2.1	-276.6	-12.9	3.2	4.9	1.9
Cc1ccc(S(=O)(=O)n2ccn(C(=O)c3ccccc3C)c2=O)cc1
 : 5.8	x	3.2	-0.4	14.7	4.8	x	4.6
CC1=C(C(=O)Nc2ccccc2)C(c2cccc3ccccc23)NC(=O)N1 (stereo not drawn)
 : 2.7	-13.8	-5.6	12.5	-0.3	-8.2	-1.3	-3.6
COc1cccc(C(=O)N2CCc3cc4ccccc4nc32)c1
 : -1.5	0.2	-1.7	-1.0	0.1	-6.2	-1.2	-1.8
Cc1cc(F)ccc1S(=O)(=O)N1CCC(c2nnc3n2CCNCC3)CC1
 : 1.2	3.5	1.9	5.6	6.8	4.1	-2.5	-3.1
CN1CCn2c(-c3cccnc3)cnc2C12CCN(C(=O)c1ccccc1)CC2
 : 0.3	3.9	2.4	-28.0	1.6	0.2	0.0	-0.9
COc1ccc2c(Sc3ccccc3)c(C(=O)NCc3ccc4c(c3)OCO4)[nH]c2c1
 : 5.1	7.4	1.8	-21.7	-5.5	3.8	3.7	0.1
CN1CCN(C(=O)c2ccc(NCc3ccc(F)cc3)c(S(=O)(=O)Nc3cc(F)ccc3F)c2)CC1
 : -5.7	-1.3	12.7	2.7	13.7	-0.6	22.2	-0.2
Cc1cc(C)cc(C(=O)Nc2nc(C)cc(C)c2-c2noc(C)n2)c1
 : -6.8	1.5	-0.1	-9.8	-10.1	1.8	-15.3	-0.7
